# 14-3-3g Raf: modulators of 14-3-3 gamma protein binding, primary screen, biochemical, fluorescence polarization; FP, 14-3-3gamma / TMR-pS259-Raf peptide binding; AID 422, 2006; inhibition, % at 40 µM; 14-3-3 protein gamma (Homo sapiens), P61981; 160,000 tested, 0.19% active; in the data active = inhibition above about 30%;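 also: 0% = protein plus tracer without compound and 100% = blank with tracer alone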
# Target sequence (P61981 whole entry, looked up): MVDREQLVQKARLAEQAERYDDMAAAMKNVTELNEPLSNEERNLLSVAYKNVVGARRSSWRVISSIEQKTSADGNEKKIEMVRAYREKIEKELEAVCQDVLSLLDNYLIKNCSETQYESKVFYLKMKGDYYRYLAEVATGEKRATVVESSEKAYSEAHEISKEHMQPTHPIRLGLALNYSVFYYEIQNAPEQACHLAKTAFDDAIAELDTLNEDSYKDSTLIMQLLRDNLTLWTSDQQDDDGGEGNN
# * hit, by the source's call; & = joins results of further samples. These rows are one share of the data, so the mix of outcomes need not match the whole.
SMILES,14-3-3g Raf
O=S(=O)(Nc1ccc2c(c1)OCCO2)c1ccc(F)cc1,-3
O=C(O)c1cccc(-n2cc(-c3cc4ccccc4oc3=O)[nH]c2=O)c1,-42
Cc1oc(C(=O)O)cc1COc1ccc2c3c(c(=O)oc2c1)CCC3,-3
Cc1onc(-c2ccccc2)c1C(=O)Nc1ccccc1N1CCOCC1,-8
CCSc1nc2sc3c(c2c(=O)n1CC)CC(C)(C)OC3,3
COc1ccc2c(Cl)c(C(N)=O)sc2c1,-4
COCCNC(=O)C(c1ccco1)N(C(=O)Cn1nnc2ccccc21)c1cccc(C)c1C (centres undefined),-2
OCCn1c(-c2ccc(Cl)cc2)csc1=Nc1ccccc1,2
CCOC(=O)c1cccc(NC(=O)c2cnccn2)c1,0
Fc1ccc(Nc2c(-c3ccco3)nc3ccccn23)cc1,-6
Nc1nc2n(n1)C(c1ccccc1)CC(c1ccc(Br)cc1)N2 (centres undefined),5
COc1cccc(C=Nc2ccc3oc(-c4ccccc4Cl)nc3c2)c1O,-75
O=C(NCc1ccccn1)Nc1cccc(Cl)c1,-1
CCN(c1cccc(C)c1)C(C(=O)Nc1ccc2c(c1)OCCO2)c1ccccc1 (centres undefined),-5
CCS(=O)(=O)N1CCN(c2ccc([N+](=O)[O-])c(NC(C)C34CC5CC(CC(C5)C3)C4)c2)CC1 (centres undefined),2
O=C1C(=O)N(Cc2cccnc2)C(c2cccc(Oc3ccccc3)c2)/C1=C(\O)c1ccc(F)cc1 (centres undefined),3
CC1=C(C(=O)OCC(C)C)C23C(=O)c4ccccc4C2(O1)OC(N)=C3C#N (centres undefined),1
COC(=O)CNS(=O)(=O)Nc1ccc(-c2nc3ccc(C)cc3s2)cc1,-16
N#CC(C#N)=C(N)/C(C#N)=C/c1ccc(O)cc1,-19
Cc1ccc(CNS(=O)(=O)c2ccc3c(c2)CCC(=O)N3)cc1,-14
COC(=O)c1ccc(NC(=O)c2c(O)c3cccc4c3n(c2=O)CCC4)cc1,4
Cc1ccc(C(=O)C2=C(O)C(=O)N(CCCn3ccnc3)C2c2ccc(OC(C)C)cc2)o1 (centres undefined),-8
Cc1ccc(C)c(C(=O)COC(=O)c2cc(=O)[nH]c3ccccc23)c1,-7
CCC(=O)N1CCc2cc(Br)cc(S(=O)(=O)N3CCCC(C(=O)Nc4cc(C)ccc4OC)C3)c21 (centres undefined),-44
Clc1ccc2nc(-c3ccncc3)c(NC3CCCC3)n2c1,-7
O=C(Nc1ccccc1)c1c(O)c2cccc3c2n(c1=O)CCC3,-3
COc1ccc(N2C(=O)C(Cl)=C(Nc3c(C)n(C)n(-c4ccccc4)c3=O)C2=O)cc1,1&0
COc1c2occc2c(OC)c2c(=O)cc(C(F)(F)C(F)F)oc12,-17
COc1ccc(-c2c3c(nc4sc(C(=O)Nc5ccc(F)cc5)c(N)c24)CC(C)(C)CC3=O)cc1,-4
COC(=O)c1ccccc1NC(=O)CN1C(=O)C2C3C=CC(C3)C2C1=O (centres undefined),-1
CC(C)CSc1nc2sc3c(c2c(=O)n1-c1ccccc1)CC(C)(C)OC3,1
CCOc1ccc2nc(C(=O)Nc3ccc(C)cc3)sc2c1,-2
[O-][n+]1ccc(C2CC2)cc1,-11
CCC(=O)Oc1ccc2c(-c3ccccc3)cc(=O)oc2c1,-2
O=C(Nc1ccc2c(c1)COC2=O)c1ccc(F)cc1,-5
CC(C)c1ccc(NC(=O)C2C3C=CC4(O3)C2C(=O)N(Cc2ccc(Cl)cc2)C4C(=O)NC2CCCCC2)cc1 (centres undefined),7
CCc1ccc(O)c(N=Cc2cccc(I)c2O)c1,-63
CCOC(=O)c1c(NC(C)=O)sc2c1CCC(C#N)(c1ccccc1)C2 (centres undefined),-3
Cc1sc2c(c1C)CN(Cc1ccco1)CN2C(=O)c1ccccc1,-10
Cc1cc(-n2c(C)cc(C(=O)CSc3nnnn3-c3ccc(Cl)cc3)c2C)no1,-5
COc1ccccc1NC(=O)c1sc2nc(C)nc(N3CCOCC3)c2c1C,-5
Cc1cc(C)cc(Oc2nc3c(c(=O)n(C)c(=O)n3C)n2Cc2ccc(Cl)cc2)c1,-7
Cc1ccc(S(=O)(=O)N2CCCC(C(=O)NCc3ccccc3Cl)C2)cc1 (centres undefined),7
O=C(COC(=O)c1ccccn1)Nc1cccc(Cl)c1,-5
CCc1ccc(Nc2nc3ccccc3nc2NS(=O)(=O)c2ccc(C)cc2)cc1,-7
O=C(Nc1ccc2c(c1)OCO2)c1c(F)c(F)c(F)c(F)c1F,-5
CCN(c1cccc(C)c1)S(=O)(=O)c1ccc2c3c(cccc13)C(=O)N2,-9
NS(=O)(=O)c1cc2c(cc1Cl)NC=NS2(=O)=O,-8&-1
N#Cc1ccccc1NC(=O)CSc1nc2ccccc2[nH]1,-6
O=c1[nH]c(NCc2ccccc2)nc2c1CCCC2,-13

# A second format for some results above.
smiles | 14-3-3g Raf
Fc1ccc(Nc2c(-c3ccco3)nc3ccccn23)cc1 | -6
Nc1nc2n(n1)C(c1ccccc1)CC(c1ccc(Br)cc1)N2 (centres undefined) | 5
COc1cccc(C=Nc2ccc3oc(-c4ccccc4Cl)nc3c2)c1O | -75

# Seven compounds picked at random from the list so far, as already listed:
SMILES,14-3-3g Raf
Cc1oc(C(=O)O)cc1COc1ccc2c3c(c(=O)oc2c1)CCC3,-3
CCc1ccc(O)c(N=Cc2cccc(I)c2O)c1,-63
Clc1ccc2nc(-c3ccncc3)c(NC3CCCC3)n2c1,-7
O=C1C(=O)N(Cc2cccnc2)C(c2cccc(Oc3ccccc3)c2)/C1=C(\O)c1ccc(F)cc1 (centres undefined),3
COc1ccc(-c2c3c(nc4sc(C(=O)Nc5ccc(F)cc5)c(N)c24)CC(C)(C)CC3=O)cc1,-4
COCCNC(=O)C(c1ccco1)N(C(=O)Cn1nnc2ccccc21)c1cccc(C)c1C (centres undefined),-2
O=C(Nc1ccc2c(c1)OCO2)c1c(F)c(F)c(F)c(F)c1F,-5

# New compounds follow:
SMILES,14-3-3g Raf
Cc1ccc(-c2csc(NC(=O)c3ccc(S(=O)(=O)N4CCc5ccccc5C4)cc3)n2)o1,-20
CCOC(=O)c1ccoc1CSCc1ccc(C(=O)OC)o1,-20
O=C(Nc1ccccc1O)c1scc2c1CCCC2,-27
CC1=C(C(=O)OCCOc2ccccc2)C(c2coc3ccc(Cl)cc3c2=O)C2=C(CCCC2=O)N1 (centres undefined),-2
OC(COc1ccc2ccccc2c1)CN1CCN(c2ccc(F)cc2)CC1 (centres undefined),-3
CCSc1nnc(NC(=O)CSc2nc3c(c(=O)n2-c2ccccc2OC)SCC3)s1,-10&-67
COc1cc(C2NCCc3c2[nH]c2ccccc32)ccc1OC(C)C (centres undefined),-3
O=C(O)CSCC(=O)c1ccccc1,0
Cc1cccc(-c2nc3ccccc3c(=O)n2Cc2ccccc2Cl)c1,-3
Cc1ccccc1N1C(=O)CC(Sc2nnc(-c3ccccc3)o2)C1=O (centres undefined),2

# Reprinted from the part before: 4 entries, then new ones.
SMILES,14-3-3g Raf
COc1cc(C2NCCc3c2[nH]c2ccccc32)ccc1OC(C)C (centres undefined),-3
O=C(O)CSCC(=O)c1ccccc1,0
Cc1cccc(-c2nc3ccccc3c(=O)n2Cc2ccccc2Cl)c1,-3
Cc1ccccc1N1C(=O)CC(Sc2nnc(-c3ccccc3)o2)C1=O (centres undefined),2
COC(=O)C1CCN(C(=O)c2c(-c3ccccc3Cl)noc2C)CC1,4
O=C(c1ccccc1SCc1ccc(F)cc1)N1CCOCC1,0
COc1cccc(C(c2sc3nc(C)nn3c2O)N2CCC3(CC2)OCCO3)c1 (centres undefined),-6
O=C(Cc1c(O)c2ccccc2[nH]c1=O)NCc1ccc(F)cc1,-4&1
Fc1ccccc1C1NCCc2cc3c(cc21)OCCO3 (centres undefined),1
COc1cccc(N2C(=O)C3CC=C(Cl)CC3C2=O)c1 (centres undefined),-17
Cc1ccccc1-c1cc(-c2ccccc2O)n[nH]1,-2
CCOCc1c[nH]c(=O)[nH]c1=O,5
NC(CCCP(=O)(O)O)C(=O)O (centres undefined),0
Cc1c(F)cccc1NC(=O)CCC(=O)O,6
O=C1CC(C(=O)N2CCc3ccccc3C2)c2ccccc2N1 (centres undefined),-27
O=C(Cc1ccc(-n2c(=S)[nH]c3ccccc3c2=O)cc1)NCCCN1CCN(c2cccc(Cl)c2)CC1,-10
CC(C)(C)n1nc2c(c1NC(=O)c1ccc(F)cc1)CS(=O)(=O)C2,-2
CCN1C(=O)C(O)(CC(=O)c2ccccn2)c2ccccc21 (centres undefined),-12
CCOC(=O)c1ccc(N=CC2=C(O)CC(c3ccco3)CC2=O)cc1 (centres undefined),3
COc1cccc(C(=O)NCc2n[nH]c(=S)n2-c2cccc(C)c2)c1,-5
CCCCOc1ccc(C(=O)Nc2cccc(-c3nc4ccccc4o3)c2)cc1,-169
O=C(CN(CCc1ccccc1)S(=O)(=O)c1ccc(Br)cc1)N1CCCCCC1,-15
O=C1CC(c2ccc(Cl)cc2)n2nc(N3C(=O)c4ccccc4C3=O)nc2N1 (centres undefined),-3
Cc1c(C(=O)N2CCc3ccccc3C2)oc2ccc(S(=O)(=O)N3CC(C)CC(C)C3)cc12 (centres undefined),-7
CC1=C(C(=O)Nc2ccccn2)C(c2ccc(OCc3ccccc3)cc2)NC(=S)N1 (centres undefined),-6
O=C(c1ccccc1S(=O)(=O)NCc1ccccc1)N1CCCC1,-1
Nc1c(C(=O)NCC2CCCO2)nnn1-c1cccc(C(F)(F)F)c1 (centres undefined),4
O=C(CSc1nc2ccc(N3CCOCC3)cc2c(=O)n1Cc1ccccc1)c1ccc(Br)cc1,-21
CCCc1cc(=O)[nH]c(SCC(=O)N(C)CC(=O)Nc2ccccc2CC)n1,-3
CCC(=O)N1c2ccc(S(=O)(=O)CCC(=O)N3CC=C(c4ccccc4)CC3)cc2CC1C (centres undefined),-15
O=C(O)C1CCC(Cn2c(SCc3cc(=O)n4cc(Cl)ccc4n3)nc3ccsc3c2=O)CC1 (centres undefined),-5
COc1cccc(C(=O)Nc2ccc(C(=O)O)cc2)c1,-5&0
Cc1ccc(-c2c3c(nc4ncnn24)-c2ccccc2C3=O)cc1,5
O=C1C2CC=C(Cl)CC2C(=O)N1CC1OCCc2ccccc21 (centres undefined),-14
COc1cccc(NC(=O)CNC(=O)c2cccs2)c1,-3
COc1ccc(S(=O)(=O)N(CC(=O)NC(C)(C)C)c2ccc(C)cc2)cc1,8
O=C(Cn1cnc2ccccc2c1=O)OCC(=O)c1ccc2c(c1)OCCO2,-11
CCN(C(=O)c1c([N+](=O)[O-])cnn1C)c1ccccc1,-11
COc1cc(NC(=O)Cc2cccs2)cc(OC)c1,-6
Cc1onc(-c2ccccc2Cl)c1C(=O)Oc1cc(N)n(S(=O)(=O)c2ccc(Cl)cc2)n1,-10
CC(C)CCN1C(=O)c2ccc(-c3nc4cc(Cl)ccc4c(=O)o3)cc2C1=O,-10
CNC(=O)Nc1cccc(C(F)(F)F)c1,-5
Cc1c(NC(=O)c2ccccc2[N+](=O)[O-])cccc1-c1nc2ccccc2o1,-38
CC1CN(C(=O)CCc2ccccc2)C(C)CN1C(=O)CCc1ccccc1 (centres undefined),1
Cc1cc(C)n2nc(N)nc2n1,-2
COc1ccc(-c2nc3ccccc3o2)cc1NC(=O)Cc1ccccc1,-88
CC1Cc2c([nH]c3ccccc23)C(C)N1 (centres undefined),-4
CCCc1nc(N)c(C#N)c(N)c1C#N,-10
N#CC1=C(SCC(=O)NCc2ccccc2)NC(=O)CC1c1ccco1 (centres undefined),2
CCCCn1c(SCC(=O)Nc2cc(NC(=O)c3ccco3)ccc2C)nc2ccccc2c1=O,-3
O=C1NC(c2cccc(Br)c2)c2c(-c3ccccc3)n[nH]c21 (centres undefined),7
Cc1ccc(NC(=O)Cn2cnc3sc(C(=O)NCc4ccccn4)c(C)c3c2=O)cc1Cl,-7
CCOc1ccc2[nH]c(O)c(NC(C)=O)c2c1,-3&-4
CCCCNC(=O)c1ccc2c(c1)ncn2C1CCCCC1,1&0

# Additional results.
SMILES,14-3-3g Raf
CC(C)NC(=O)C(=O)NCc1ccccc1Cl,-3
CCn1c(SCC(=O)n2c(C)c(C)c3ccccc32)nnc1-c1ccco1,-8
CCCOc1cc(C)c(S(=O)(=O)N2CCN(C)CC2)cc1C,-2
CCc1cc2c(=S)c(-c3ccccc3)c(C)oc2cc1OC,-3
CC1(C)CC(=O)C2=C(C1)N(CCc1ccccc1)C1=C(C(=O)CC(C)(C)C1)C2c1ccc(F)cc1,-13
CCN(CC)c1ccc(C2N(C(=O)c3ccccc3)CCN2C(=O)c2ccc(C)cc2)cc1 (centres undefined),-1
O=C(CNC(=O)Cn1ccc2ccccc2c1=O)NCc1ccccn1,-5
COc1ccc(C2Nc3ccccc3C(=O)N2c2ccc(F)cc2)cc1Cn1nnc2ccccc21 (centres undefined),-25
CC(C)CCNc1ncnc2c1nnn2Cc1ccccc1Cl,1
O=C(CC1Nc2ccccc2NC1=O)c1ccccc1 (centres undefined),-8
COc1ccc(-n2nc(C(=O)NCC(=O)NC(C)C)c3ccccc3c2=O)cc1Cl,2
CC(C)OCCCNC(=O)CC1Sc2ccccc2NC1=O (centres undefined),-14
COC(=O)c1sc2ccccc2c1NC(=O)c1ccccc1,-2
Cc1cc(N2CCC(C)CC2)nc2ccc(NC(=O)CCC(=O)NC(C)C)cc12,-11
CCC(=O)N1CCc2cc(S(=O)(=O)Nc3cc(Cl)ccc3OC)ccc21,-9
CC1(C)CC(N2CCC(=O)N(C3CC(C)(C)NC(C)(C)C3)C2)CC(C)(C)N1,-2
COCCN1C(=O)C(=O)/C(=C(/O)c2cccc(S(=O)(=O)N(C)C)c2)C12C(=O)N(C)c1ccccc12 (centres undefined),-4
Cc1cc(C(=O)N2C(C)CCCC2C)no1 (centres undefined),-6
CCOC(=O)CN1CCCC1=NC(N)=O,-54

# Copied from the list:
# `COc1ccccc1NC(=O)c1sc2nc(C)nc(N3CCOCC3)c2c1C` | 14-3-3g Raf: -5
# `Cc1cc(N2CCC(C)CC2)nc2ccc(NC(=O)CCC(=O)NC(C)C)cc12` | 14-3-3g Raf: -11
